TRPC4 agonist: activators of mouse TRPC4 channel, primary screen, Fluo4 calcium, HEK293 TRPC4beta/mu-opioid cells; B-score at 10 µM; Fluo4 calcium fluorescence; active compounds read high; AID 2237, 2010; Short transient receptor potential channel 4 (Mus musculus), Q9QUQ5; actives 0.49% (n = 310,000);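 active means B-score above 5 SD of library B-scores, and initial fluorescence ratio not above library mean plus 5 SD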;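 further: positive B-score marks a calcium rise read as TRPC4 activation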
Target sequence (Q9QUQ5 whole entry, looked up): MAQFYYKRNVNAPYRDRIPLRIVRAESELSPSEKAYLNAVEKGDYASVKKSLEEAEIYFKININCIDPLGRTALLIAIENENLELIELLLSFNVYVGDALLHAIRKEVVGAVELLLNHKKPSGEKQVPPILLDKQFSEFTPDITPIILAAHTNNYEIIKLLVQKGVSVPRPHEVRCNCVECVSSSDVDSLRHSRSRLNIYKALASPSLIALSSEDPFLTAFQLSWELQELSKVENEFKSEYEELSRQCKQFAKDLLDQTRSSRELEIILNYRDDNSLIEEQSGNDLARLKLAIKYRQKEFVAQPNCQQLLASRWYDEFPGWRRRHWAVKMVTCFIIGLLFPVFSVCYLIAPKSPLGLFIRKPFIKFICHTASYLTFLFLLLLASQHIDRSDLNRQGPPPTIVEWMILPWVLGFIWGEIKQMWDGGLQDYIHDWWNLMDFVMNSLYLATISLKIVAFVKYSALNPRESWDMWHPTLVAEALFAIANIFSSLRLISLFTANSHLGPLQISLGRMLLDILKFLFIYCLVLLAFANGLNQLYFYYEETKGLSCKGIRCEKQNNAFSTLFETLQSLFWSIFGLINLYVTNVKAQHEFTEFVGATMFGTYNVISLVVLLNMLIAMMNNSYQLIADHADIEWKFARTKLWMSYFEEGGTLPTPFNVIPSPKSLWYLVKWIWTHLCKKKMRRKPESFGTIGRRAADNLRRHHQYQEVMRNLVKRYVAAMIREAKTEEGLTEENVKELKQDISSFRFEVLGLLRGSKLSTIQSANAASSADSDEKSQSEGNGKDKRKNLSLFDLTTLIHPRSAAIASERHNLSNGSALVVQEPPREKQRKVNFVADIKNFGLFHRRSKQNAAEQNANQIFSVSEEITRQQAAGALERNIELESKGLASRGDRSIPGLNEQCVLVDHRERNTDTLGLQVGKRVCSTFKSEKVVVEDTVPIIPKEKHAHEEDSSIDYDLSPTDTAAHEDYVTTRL
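Assay system: HEK293 stable line with TRPC4beta plus mu-opioid receptor; schedule: 45 min room-temperature Fluo4 loading, 110 s read; technique: kinetic Fluo4 calcium fluorescence; evaluation: integrated baseline-normalised fluorescence ratio, converted to per-well B score; controls: buffer (low) and maximal DAMGO (high)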
TRPC4 block: inhibitors of mouse TRPC4 channel, primary screen, Fluo4 calcium, HEK293 TRPC4beta/mu-opioid cells. Short transient receptor potential channel 4 (Mus musculus), Q9QUQ5. DAMGO-evoked Fluo4 calcium flux; active compounds read low. B-score at 10 µM. actives 0.39% (n = 300,000). AID 2247, 2010;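 active means B-score over 3 SD under the library average, no early fluorescence shift, positive overall ratio signal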
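Assay system: HEK293 cells with stable TRPC4beta plus mu-opioid receptor expression. Dosing: single dose. Measured by: Fluo4 Ca2+ flux fluorescence. Also added: DAMGO in two steps, submaximal then maximal. Read-out: B score from integrated Fluo4 fluorescence ratio.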
IEC-6 tox: cytotoxicity in IEC-6 intestinal epithelial cells, primary screen, cytotoxicity control for KLF5 inhibitor project, cell-based, luminescence; inhibition, % at 5 µM; IEC-6 cytotoxicity, luminescence viability; actives 0.78% (n = 290,000); in the data active means inhibition above about 22%;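 further: 0% = plate median of test compound wells and 100% = cytotoxic reference compound wells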
aSyn UTR inh: MLPCN primary screen, SNCA 5' untranslated region; alpha-synuclein 5'UTR reporter, inhibitor activity; inhibition, % (tested at 7.5 µM); actives 0.82% (n = 300,000); AID 1813, 2009; in the data active means inhibition above about 60%;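 further: H4 neuroglioblastoma cells stably carrying SNCA 5'UTR luciferase fusion; 0% = DMSO wells and 100% = positive control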
SKKanGAS inh: S. pyogenes SKKanGAS growth inhibitors in kanamycin, primary screen, streptokinase expression inhibitor project, SKKanGAS strain, BacTiter-Glo luminescence | 6 h | inhibition, % at 7.5 µM | actives 1.3% (n = 300,000) | AID 1662, 2009;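 active means mean replicate score, as percent of positive control median, at least 50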;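 further: strain carries kanamycin resistance gene driven by streptokinase promoter and grows in 40 µg/ml kanamycin; loss of luminescence reflects streptokinase promoter inhibition or plain growth inhibition; 0% = median of DMSO wells and 100% = positive control at its reference dose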
HIF act: HIF pathway transcriptional activators, primary screen, cell-based, U2OS HRE-luciferase, luminescence. actives 0.32% (n = 300,000). U2OS HRE-luciferase reporter; normalized: DMSO 0%, desferrioxamine 100%. activation, % at 7.5 µM (by protocol);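 active means mean activation of at least 10% of the iron chelator positive control signal, with at least half of replicates also reaching 10%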
TRPC4 PAM: positive allosteric modulators of TRPC4, primary screen, cell-based, mouse TRPC4beta, HEK293 mu-opioid, Fluo-4 calcium. DAMGO EC20, Fluo-4 Ca2+ flux; active compounds read high. B-score at 10 µM. actives 0.42% (n = 310,000);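 active means B-score of calcium response area above 5 SD of library B-scores, with initial fluorescence ratio within 5 SD of library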;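 further: B-score of integrated fluorescence ratio over time as area under calcium response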
MrgX1 antag: antagonists of human MrgX1 receptor, primary screen, HEK293 cells, Fluo-4 calcium flux | BAM8-22 antagonism; active compounds read low | B-score at 10 µM | actives 1.3% (n = 310,000) | AID 588676, 2011;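 active means calcium-response B-score plate-corrected more than 3 library SD below zero, starting fluorescence within 5 deviations, no agonist response on first addition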;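 further: peak minus trough fluorescence over baseline after final BAM8-22 challenge near maximal dose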
TRPC6 inhibitor: mouse TRPC6 channel inhibitors, primary screen, cell-based, HEK293, membrane potential dye | B-score at 10 µM | Short transient receptor potential channel 6 (Mus musculus), Q61143 | actives 1.1% (n = 310,000) | ACh-evoked depolarization; active compounds read low;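 active means B-score under library mean minus 3 SD, initial fluorescence not abnormally high, positive integrated signal ratio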;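 further: B-score derived from integrated fluorescence ratio over the kinetic read; more negative B-score means stronger inhibition of depolarization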
TRPC6 activator: mouse TRPC6 channel activators, primary screen, cell-based, HEK293, membrane potential dye; actives 0.13% (n = 310,000); Short transient receptor potential channel 6 (Mus musculus), Q61143; B-score at 10 µM; HEK293-TRPC6 membrane potential dye fluorescence; active compounds read high; AID 2550, 2010;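 active means B-score of the integrated fluorescence ratio above library mean plus 3 SD, and starting fluorescence ratio within library mean plus 5 SD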;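 further: higher score means more depolarization so channel activation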
KLF5 inh: KLF5 expression inhibitors, primary screen, DLD-1 cells, luminescence. DLD-1 KLF5 promoter-luciferase reporter. inhibition, % at 5 µM. actives 0.23% (n = 290,000). AID 1700, 2009;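 active means inhibition above a per-plate limit of that plate's mean compound inhibition plus 3 SD, cut at about 60% in these data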;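 further: 0% = DMSO wells and 100% = LY294002 at 200 µM; higher means less KLF5 promoter-driven luciferase light; inactives centre near -14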
Active calls of the source: *; i = inactive; / = not tested or not shown. Hits appear at their usual frequency; any-hit rate near 5.8%.

SMILES	TRPC4 agonist	TRPC4 block	IEC-6 tox	aSyn UTR inh	SKKanGAS inh	HIF act	TRPC4 PAM	MrgX1 antag	TRPC6 inhibitor	TRPC6 activator	KLF5 inh
O=C(C1CCC(CNc2c(N3CCCC3)c(=O)c2=O)CC1)N1CCc2ccccc21 (stereo not drawn)	i	i	11	49	1	0.0	i	i	i	i	4
CN/S(=N/S(=O)(=O)c1ccccc1)c1ccc(C)cc1 (stereo not drawn)	i	i	-4	5	0	-0.3	i	i	i	i	-32
O=C(CSc1nnc(-c2ccc(O)cc2)o1)Nc1ccccc1Br	i	i	-3	-132	-1	1.7	i	i	i	i	-150
CCC(CC)NC(=O)C1CCN(S(=O)(=O)c2cccs2)CC1	i	i	1	4	4	0.1	i	i	i	i	13
C[C@@H](C(=O)CC(=O)OC(C)(C)C)[C@@H](O)c1c(F)cccc1Cl	i	i	0	-21	2	-0.5	i	i	i	i	-6
O=C(NCC(c1cccnc1)N1CCN(c2ccc(F)cc2)CC1)C1CCCCC1 (stereo not drawn)	i	i	-3	-5	0	-0.2	i	i	i	i	-30
Cc1cccc(NC(=O)CN2C(=O)N/C(=C\c3ccc(-c4cccc(C(=O)O)c4)o3)C2=O)c1	i	i	-14	-13	7	-0.1	i	i	i	i	-27
COc1ccc(CNC(=O)CN(C)S(=O)(=O)c2ccc3c(c2)c(=O)n(C)c(=O)n3C)cc1	i	i	4	-7	2	-0.7	i	i	i	i	-5
CC(NC(=O)c1ccc(Cl)cc1)C(=O)NC1=NCCS1 (stereo not drawn)	i	i	2	16	-3	0.0	i	i	i	i	-48
O=C(O)c1cnn(-c2nc(-c3ccc(Cl)cc3)cs2)c1C(F)(F)F	i	i	-5	-92	26	0.0	i	i	i	i	-148
Cc1ccc(C(=O)Nc2cccc(S(=O)(=O)N3CCOCC3)c2)cc1[N+](=O)[O-]	i	i	2	2	-8	-0.2	i	i	i	i	-5
O=C(CCl)Nc1ccccc1C(=O)Nc1ccc2c(c1)OCO2	i	i	3	-87	-3	0.6	i	i	i	i	-77
CCc1nn(C(C)C(=O)NCc2cccc(OC)c2)c(=O)c2cc3occc3n12 (stereo not drawn)	i	i	2	-3	3	-0.1	i	i	i	i	-11
C=CCNC(=O)COC(=O)CNC(=O)c1cc(Cl)cc([N+](=O)[O-])c1	i	i	-5	-5	-4	-0.4	i	i	i	i	-36
COc1ccccc1NC(=O)Nc1nc(CC(=O)NCc2ccccn2)cs1	i	i	/	11	16	0.0	i	i	i	i	/
O=C(CSc1nnnn1C1CCCC1)Nc1ccc2c(c1)OCCO2	i	i	0	-12	11	0.5	i	i	i	i	-39
Cc1ccccc1OCC(=O)N1CCCc2ccccc21	i	i	-7	-9	-7	0.9	i	i	i	i	-34
Cc1ccccc1-c1n[nH]c(=S)n1Cc1ccccc1	i	i	3	18	-5	-0.1	i	i	i	i	-23
COC(=O)C1=C(C)N(Cc2ccccc2)C(=O)N[C@H]1c1ccco1	i	i	/	11	-3	2.2	i	i	i	i	/
Cc1nc2ccccc2c(=O)n1/N=C/c1c(O)ccc2oc3c(c12)CCCC3	i	i	0	86*	22	0.7	i	i	i	i	-32
Fc1ccc2c(c1)Sc1ccc(Cl)cc1CC2N1CCN(CCC2OCCO2)CC1 (stereo not drawn)	i	i	/	-23	4	-0.5	i	i	i	i	/
Cc1ncc([N+](=O)[O-])n1CCOC(=O)NC(NCc1cccnc1)C(Cl)(Cl)Cl (stereo not drawn)	i	i	7	0	3	-0.3	i	i	i	i	-3
O/N=C1\CC(O)Cc2nonc21 (stereo not drawn)	i	i	-6	7	0	0.0	i	i	i	i	-7
CCn1cc2nc(SCC(=O)Nc3ccc(F)cc3F)n(Cc3ccccc3)c(=O)c2n1	i	i	-4	8	1	-0.5	i	i	i	i	-14
COc1ccc(C(=O)c2coc(-c3ccccc3C(=O)O)c2C(=O)O)cc1	i	i	0	-30	-2	-0.1	i	i	i	i	-26
COc1cccc(O)c1CN1CCC(C(=O)Nc2ccc(-c3cccc(C)c3)cc2)CC1	i	i	1	7	32	-1.1	i	i	i	i	-37
Cc1cc(N2C(=O)C(O)=C(C(=O)c3cccs3)C2c2cccc(Br)c2)no1 (stereo not drawn)	i	i	0	-25	-3	0.9	i	i	i	i	-11
Cc1cc(=O)[nH]c(N/N=C/c2ccc(Cl)cc2Cl)n1	i	i	1	-42	7	0.3	i	i	i	i	-52
Cn1c(CC(=O)Nc2ccc(Cl)cc2)nnc1SCC(=O)N1CCOCC1	i	i	2	-4	-10	-0.7	i	i	i	i	-5
CCOc1ccccc1N1CCN(C(=O)c2cc[n+]([O-])cc2)CC1	i	i	0	-7	-5	-20	i	i	i	i	-29
Cc1c(C)c2ccc(OC(C)C(=O)NCCCN3CCOCC3)c(C)c2oc1=O (stereo not drawn)	i	i	5	6	0	0.2	i	i	i	i	-39
COC(=O)c1[nH]c2cccc(OC)c2c1NC(=O)CCN1CCC(C)CC1	i	i	4	-1	3	0.1	i	i	i	i	-21
Cc1ccc(NCc2ccc(C)s2)cc1	i	i	-4	-23	6	1.9	i	i	i	i	-50
CCSc1nnc2c(n1)[nH]c1c(C)cccc12	i	i	-6	-208	4	2.6	i	i	i	i	-39
N#Cc1ccccc1NC(=O)CNc1ccccc1N1CCCCC1	i	i	2	-3	29	-0.7	i	i	i	i	-8
CCC(=O)Nc1ccc2c(c1)ncn2CCc1ccccc1	i	i	6	-40	-3	-6.6	i	i	i	i	-44
CCCCCOC(=O)C1C2C=CC3(CN(c4ccccc4C)C(=O)C13)O2 (stereo not drawn)	i	i	8	9	0	-0.5	i	i	i	i	10
CCOc1ccc(NC(=O)c2ccc(F)c(S(=O)(=O)N3CCN(c4ccccn4)CC3)c2)cc1	i	i	9	-22	18	-0.3	i	i	i	i	-5
Cc1ccccc1S(=O)(=O)Nc1ncc(C(F)(F)F)cc1Cl	i	i	7	-17	2	-0.3	i	i	i	i	-15
COCCN(C(=O)CSc1nnc(C)n1-c1ccccc1)c1c(N)n(Cc2ccccc2)c(=O)[nH]c1=O	i	i	-3	-7	3	0.0	i	i	i	i	-11
O=c1c2cc(NC(=S)NCCN3CCCCCC3)ccc2nc2n1CCCCC2	i	i	-12	-26	1	-0.3	i	i	i	i	-16
CC1(NC(=S)Nc2ccc3ccccc3c2)CCS(=O)(=O)C1 (stereo not drawn)	i	i	-2	13	-7	1.9	i	i	i	i	-22
C=CCOc1ccc(CNC(C)(C)C)cc1OC	i	i	6	0	-3	0.1	i	i	i	i	-15
COc1ccc(NC(=O)c2nnn(Cc3ccc(SC)cc3)c2N)c(OC)c1	i	i	4	8	-4	0.1	i	-4.7*	i	i	-27
Cc1cccc(-c2cc(N)n(-c3ccccc3)n2)c1	i	i	4	/	/	/	i	/	i	i	-164
CCOC(=O)N1CCN(Cc2ccc(OCC(O)CN3CCCCC3)cc2)CC1 (stereo not drawn)	i	i	-4	10	3	-1.7	i	i	i	i	-10
Cc1ccccc1S(=O)(=O)c1c(C)cc(C)n(C(C)C)c1=O	i	i	0	17	4	-1.8	i	i	i	i	-17
COc1cccc(/C=C/C(=O)NNC(=O)CCN2CCN(Cc3ccccc3)CC2)c1	48*	i	0	-26	-3	0.1	12*	i	i	i	-34
CC(C)(C)c1ccc(/C=C/C(=O)N2CCCCC2)cc1	i	i	4	10	-13	-0.3	i	/	i	i	-151
CCCCc1nnc(NC(=O)CS(=O)(=O)Cc2ccccc2)s1	i	i	1	-21	13	-0.2	i	i	i	i	-20
Cc1c(C(=O)Nc2ccccn2)oc2ccccc12	i	i	7	-259	6	1.7	i	i	i	i	0
OCc1nc2ccccc2n1CCc1ccccc1	i	i	3	-15	-2	-25	i	i	i	i	-15
Cc1ccc(CNC(=O)COC(=O)[C@@H]2CC(O)CN2S(=O)(=O)c2ccc3c(c2)OCCO3)cc1 (stereo partly drawn)	i	i	-8	-12	3	-0.5	i	i	i	i	-50
CC1(C)CC(=O)C(C(=S)Nc2ccccc2)=C(NCCN2CCOCC2)C1	i	i	-6	22	0	0.0	i	i	i	i	-15
O=C(CSc1nc2ccccc2c(=O)n1-c1ccccc1)N1CCC1	i	i	-4	-30	7	-0.6	i	i	i	i	-19
CCOC(=O)c1cnc2cc(-c3ccc(C(C)(C)C)cc3)nn2c1N	i	i	1	-232	25	1.1	i	i	i	i	5
COc1ccc(OCC(=O)NNC(=S)NC(=O)c2ccc([N+](=O)[O-])cc2)cc1	i	i	-4	-17	-2	0.2	i	i	i	i	-14
CCOC(=O)C1CCCN(c2c(N3CCN(c4cccc(Cl)c4)CC3)c(=O)c2=O)C1 (stereo not drawn)	i	i	-4	15	-5	-0.3	i	i	i	i	-33
CN(Cc1ccccc1)C(=O)COc1cccnc1[N+](=O)[O-]	i	i	2	11	3	0.1	i	i	i	i	4
Cc1cc(=O)[nH]c(SCc2ccc(Cl)cc2)n1	i	i	/	-7	5	0.2	i	i	i	i	/
Cc1ccc(C(=O)OCC(=O)Nc2ccc3[nH]c(=O)[nH]c3c2)cc1[N+](=O)[O-]	i	i	3	8	-10	0.0	i	i	i	i	9
CCCn1c(SC(C)C(=O)NCC2CCCO2)nc2sc3c(c2c1=O)CCC3 (stereo not drawn)	i	i	/	3	8	-0.7	i	i	i	i	/

Given with bars between the fields: 2 of the compounds above
Molecule | TRPC4 agonist | TRPC4 block | IEC-6 tox | aSyn UTR inh | SKKanGAS inh | HIF act | TRPC4 PAM | MrgX1 antag | TRPC6 inhibitor | TRPC6 activator | KLF5 inh
CCOC(=O)C1CCCN(c2c(N3CCN(c4cccc(Cl)c4)CC3)c(=O)c2=O)C1 (stereo not drawn) | i | i | -4 | 15 | -5 | -0.3 | i | i | i | i | -33
CN(Cc1ccccc1)C(=O)COc1cccnc1[N+](=O)[O-] | i | i | 2 | 11 | 3 | 0.1 | i | i | i | i | 4

High-throughput results from PubChem BioAssay.
